Compound activity from PubChem BioAssay.
A549 tox: counter-screen for Nrf2 inhibitors: cytotoxicity in A549 cells; A549 ARE-Fluc cells, CellTiter-Fluor viability, 18-24 h; Potency, µM (doses to about 46 µM), without a hit: at the top dose activity change, negative = cytotoxicity, usual class: inhibitors; 0.16% of 390,000 active; AID 504648; also: potency is read from the fitted curve at half-maximal effect; % is scaled to controls: 0 for no effect and ±100 for the full control effect
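A549 ARE-Fluc cells in 5% FBS OPTI-MEM, 5000 cells/well, rested 2 h then exposed to compounds in concentration-response for 18-24 h at 37 °C. Viability by CellTiter-Fluor fluorescence (Ex 405/Em 525) after 30 min; luciferase luminescence (BugLite, 15 min, RT) read afterwards.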
MmCpn inh: blocks the Methanococcus maripaludis chaperonin Mm-Cpn; Potency, µM (series often up to 76.9 µM), inactives show at the top dose activity, negative = inhibition, most hits filed as inhibitors; purified Mm-Cpn ATPase, ADP Transcreener TR-FRET; 0.031% of 330,000 active; also: potency is read from the fitted curve at half-maximal effect; % is scaled to controls: 0 for no effect and ±100 for the full control effect; nearly all actives have a fitted effect of over 80% in size
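ATP (10 uM final) was added to archaeal chaperonin (25 nM final) after 10 min exposure to test compound at 37°C; after 30 min further incubation, ADP was detected by competitive TR-FRET.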
Nrf2 ARE act: Nrf2 pathway activation; AREc32 ARE-luciferase reporter (MCF7-derived line), luminescence, 24 h; Potency, µM (series often up to 46.1 µM), inactives show at the highest dose activation, usual class: activators; 0.31% of 410,000 active; AID 624171; also: potency is read from the fitted curve at half-maximal effect; % of control where 0% means no effect; nearly all actives have a fitted effect of over 65% in size
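Luciferase luminescence (Steady-Glo, 30 min at room temperature) served as the read-out of ARE activation in AREc32 cells treated with compounds for 24 hr at 37 deg C.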
TGFb SMAD3 inh: TGF-b pathway inhibition; HepG2 CAGA-GFP TGF-b/SMAD3 reporter, GFP fluorescence, 18 h; TGF-beta stimulated, 500 pg/mL final; 1.2% of 410,000 active; AID 588855; Potency, µM (top dose mostly 46.1 µM), for the others: at the top dose activity, negative = inhibition, hits mostly inhibitors; also: potency is read from the fitted curve at half-maximal effect; % is scaled to controls: 0 for no effect and ±100 for the full control effect; nearly all actives have a fitted effect of over 65% in size
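Per well, imaged GFP fluorescence of HEPG2 CAGA-GFP cells gives the signal; cells get compound, then TGF-beta (500 pg/mL final), 18 h at 37 degrees C; %Activity versus -TGF-beta and +DMSO controls.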
HepG2 tox: kills HepG2 cells in TGF-b inhibitor counter-screen; 0.76% of 410,000 active; HepG2 CAGA-GFP viability, ATP luminescence, 18 h; Potency, µM (doses to about 46.1 µM), for inactives: at the top dose activity change, negative = cytotoxicity, hits mostly cytotoxic; also: potency is read from the fitted curve at half-maximal effect; some results filed as inactive show a strong effect at the top dose
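CellTiter-Glo luminescence gave cytotoxicity after 18 hours at 37 degrees C. The cells were HepG2 CAGA-GFP in 1% FBS DMEM, stimulated with 500 pg/mL TGF-beta after compound addition. %Activity was normalised to no-cell wells (complete cell-killing) and DMSO (no toxicity), and curves were fitted and classified.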
CCT chaperon mod: changes cytosolic chaperonin activity; AID 651819; purified chaperonin ATPase assay, HTRF ADP detection, 30 min; 0.3% of 360,000 active; activity change, % (no concentration beside the values), hits read low; in the data active = activity change below about -30%; also: % is scaled to controls: 0 for no effect and ±100 for the full control effect
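TRiC (40 or 20 nM final, by batch activity) in 30 mM Tris pH 7.4, 100 mM KCl, 5 mM MgCl2, 1 mM DTT was treated with compound at 76 uM single dose, then 10 uM ATP, 30 min at 37 °C. ADP was read by HTRF Transcreener.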
pAkt inh: blocks phosphorylation of Akt; activity change, % for hits at 50 µM; Neuro2A IGF-stimulated pAkt S473 HTRF, 20 min; stronger effect = lower value; 0.32% of 360,000 active; in the data active = activity change below about -80%; inconclusive = mostly about -51% to -80%; also: % is scaled to controls: 0 for no effect and ±100 for the full control effect
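Neuro2A cells (4,500/well, DMEM with 0.5% FBS) were treated with compound at a single 50 µM final concentration, stimulated with 6 nM IGF for 20 min at 37 °C, and lysed. Phospho-Akt Ser473 was read by HTRF as 665/615 ratio ×10^4.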
Nrf2 inh: inhibitors of Nrf2 signaling. A549 ARE-Fluc reporter, luciferase luminescence, 18-24 h. Potency, µM (highest dose often 46 µM), inactives show top-dose activity change, negative = inhibition, hits mostly inhibitors. 2.1% of 360,000 active; also: potency is read from the fitted curve at half-maximal effect; % is scaled to controls: 0 for no effect and ±100 for the full control effect; nearly all actives have a fitted effect of over 60% in size
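Two sequential reads on A549 ARE_Fluc cells exposed to compound for 18-24 h: a CellTiter-Fluor fluorescence read for viability, then a luciferase luminescence read for Nrf2/ARE activity.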
Abeta yeast res: restores growth of yeast expressing A-beta42 peptide; yeast expressing A-beta42, growth rescue, OD600, 48 h; response scale: 0% DMSO, 100% iron-clioquinol control; Potency, µM (highest dose often 46.1 µM), without a hit: at the top dose growth rescue, hits mostly activators; 0.063% of 410,000 active; also: potency is read from the fitted curve at half-maximal effect; nearly all actives have a fitted effect of over 55% in size
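Yeast growth medium received pinned compounds, then yeast cells expressing toxic A-beta were added; plates incubated at 30 C for 48 hr. Growth read as absorbance at 600 nm, normalized to DMSO and equimolar FeCl3 plus clioquinol controls.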
The depositor's hits bear a star; i = inactive; ? = inconclusive; . = no result given; & = joins results of further samples; [ ] = another dose, or the depositor's remark. Unless noted, calls follow the shape of the dose curve; as a rule, active = well fitted curve in the direction sought with a large enough effect; inconclusive = small, poorly fitted or top-dose-only effect, or another doubt; inactive = no such curve, though single readings can be large; an effect the other way counts as inactive or inconclusive.

No.	molecule	A549 tox	MmCpn inh	Nrf2 ARE act	TGFb SMAD3 inh	HepG2 tox	CCT chaperon mod	pAkt inh	Nrf2 inh	Abeta yeast res
1	CCOc1ccc(C(=O)O/N=C(\N)c2ccc([N+](=O)[O-])cc2)cc1OCC	-5%	0%	0.1%	11%	-11%	-0.4	i	-5%	22%
2	O=C(OCCc1cc2ccccc2c(=O)o1)c1cccs1	0%	0%	11%	1%	-4%	-0.9	i	-6%	-9%
3	COCc1ccc(C(=O)N(C)CC2CCCN(CCc3ccc(Cl)cc3)C2)o1 (stereo not given)	-7%	1%	0.0%	?	-6%	1.9	i	1%	2%
4	COc1cccc(/C=N/NC(=O)C(=O)N2CCCC2)c1O	2%	-1%	-0.9%	-1%	0%	0.7	i	4%	-2%
5	S=C(Nc1cc(Cl)cc(Cl)c1)NC1CCN(Cc2ccccc2)CC1	?	0%	-2.4%	?	16µM*	1.1	i	?	11%
6	COc1ccc(CNC(=O)CSC(=S)N2CCCC2)cc1	-2%	0%	-0.6%	6%	-34%	0.2	i	-1%	8%
7	COC(=O)c1c(-c2cccs2)csc1NC(=O)c1ccc(C(C)C)cc1	9%	.	8.9%	0%	-13%	.	.	4%	-5%
8	Cc1ccc(SC[C@H](Cc2ccccc2)N2CC[C@@H](C)CCC2=O)cc1	-4%	1%	-0.1%	?	10%&-8%	0.4	i	-2%	4%
9	Cc1cc(C(=O)OCC(=O)NC(C)C)c(C)o1	-17%	0%	-0.8%	7%	1%	0.0	i	1%	4%
10	COc1ccccc1C1C(C#N)=C(N)Oc2cc(C)n(CCCn3ccnc3)c(=O)c21 (stereo not given)	0%	0%	-0.7%	-6%	-3%	-0.4	i	0%	8%
11	CCOC(=O)Cc1[nH]nc2c1C(c1ccoc1)C(C#N)=C(N)O2 (stereo not given)	0%	-1%	9.5%	-4%	-8%	0.3	i	7%	24%
12	Cc1noc(C)c1NC(=O)Nc1cccc2c1O[C@H](CN(C)C(=O)Nc1ccccc1)[C@@H](C)CN([C@H](C)CO)C2=O	-2%	0%	-1.8%	-6%	-10%	0.5	i	3%	1%
13	Cc1ccc(N2CC(C(=O)Nc3ccc(S(=O)(=O)N4CCOCC4)cc3)CC2=O)cc1Cl (stereo not given)	6%	1%	0.2%	0%	-25%	0.1	i	2%	-13%
14	CNC(=O)n1cc(C)c(-c2cccs2)n1	-2%	-2%	6.3%	6%	-3%	0.2	i	0%	-5%
15	O=C(c1ccc(F)cc1)N(Cc1ccccc1)C1CCS(=O)(=O)C1 (stereo not given)	11%	1%	0.9%	4%	-28%	-0.8	i	.	3%
16	COc1cc(OC)c(-c2nc(-c3ccncc3)no2)cc1OC	3%	?	2.9%	?	-32%	-1.9	i	-10%	-10%
17	COc1ccc(NC(=O)c2cccs2)cc1NC(=O)c1ccco1	-12%	0%	9.8%	11%	-7%	-1.4	i	-16%	-22%
18	CCN(CC)CCn1c(=N)n(CC(O)COc2ccccc2C)c2ccccc21 (stereo not given)	?	.	9.0%	.	-101%	.	.	-7%	-24%
19	N[C@@H](Cc1ccccc1)C(=O)N1CCC(C(=O)N[C@@H](Cc2c[nH]c3ccccc23)C(=O)O)CC1	1%	2%	0.1%	1%	3%	-2.8	i	-5%	11%
20	COc1ccc(C(=O)O/N=C(\N)c2ccc(OC)c(OC)c2)c(OC)c1	?	0%	5.4%	28%	-18%	-2.7	i	-11%	-32%[inhibitor]
21	CCCCC(CC)CNC(=O)CN1C(=O)CSc2ccc(S(=O)(=O)N3CCOCC3)cc21 (stereo not given)	-3%	.	-0.5%	?	-17%	.	.	.	-2%
22	CC(Sc1ncn[nH]1)C(=O)Nc1ccc(Cl)cn1 (stereo not given)	1%	2%	-0.8%	-1%	7%	0.4	i	-2%	5%
23	CSc1ccccc1NC(=O)CN(C)C(=O)C1CC(=O)N(C(C)c2ccccc2)C1 (stereo not given)	0%	-1%	-0.8%	0%	6%	-0.1	i	-4%	18%
24	CSc1ccccc1NC(=S)N/N=C/c1cccn1Cc1ccc(F)cc1	-9%	-1%	6.6%	-1%	-21%	0.9	i	?	-22%
25	CCCOC(=O)c1[nH]c2c(c1C)C(=O)CC(c1ccc(OC)c(OC)c1)C2 (stereo not given)	-6%	-1%	0.2%	-1%	2%	9.1	i	-21%	6%
26	O=C(COC(=O)c1cc(=O)[nH]c2ccccc12)Nc1nc(-c2ccccc2)cs1	-2%	-2%	-0.1%	0%	9%	0.5	i	13%	3%
27	CCN1CCN(Cc2ccc(NC(=O)c3cc(NC(=O)c4cc(C)on4)cc(OC)c3)cc2C(F)(F)F)CC1	-1%	-2%	-5.2%&-5.8%	?	-37%&-104%	0.7&-2.2	i	9%	9%&6%
28	Cn1c(=O)c2cc(S(=O)(=O)Nc3cc(C(=O)O)cc(C(=O)O)c3)ccc2n(C)c1=O	5%	1%	-0.2%	-7%	-7%	0.2	i	5%	1%
29	COC(=O)CNC(=O)C1(C)C=CCN1C(=O)c1ccccc1 (stereo not given)	8%	-3%	5.0%	-13%	11%	-1.9	i	?	2%
30	O=C(COC(=O)/C=C/c1ccc(S(=O)(=O)N2CCOCC2)cc1)NCc1ccc2c(c1)OCO2	2%	0%	0.7%	-1%	-45%	-0.9	i	22%	-1%
31	N#CC(c1ccc(O)cc1)N1CCN(C(C#N)c2ccc(O)cc2)CC1 (stereo not given)	15%	.	-0.2%	3%	-6%	1.6	i	16%	2%
32	CCCOc1ccc(C(C)=O)cc1CC(C(=O)OCC)C(=O)OCC	3%	0%	3.1%	-11%	-6%	-2.8	i	-3%	9%
33	COc1ccc(CCNC(=O)c2ccc3c(c2)c(C)c(C)n3Cc2ccc(F)cc2)c(OC)c1OC	0%	.	-0.3%	0%	-40%	.	.	-22%	-11%
34	CCOC(=O)N1CCN(C(=O)CNC(=O)c2nn(-c3ccc(OC)cc3)c(=O)c3ccccc23)CC1	1%	-1%	-0.2%	-1%	3%	1.3	i	29%	4%
35	Cc1ccc2c(c1)C(c1ccc(F)cc1)N(C(=O)c1ccccc1Br)CC(=O)N2 (stereo not given)	-10%	0%	2.5%	-7%	4%	0.4	i	?	8%
36	Brc1cccc(-c2nc3ccc(Br)cn3c2Cc2ccccc2)c1	.	.	24%	?	-22%	0.3	i	.	-11%
37	Cc1cc(O)c(C(c2cccc(F)c2)N2CCN(c3ccccc3)CC2)c(=O)n1Cc1ccco1 (stereo not given)	13%	.	0.4%	1%	-1%	.	.	.	18%
38	Cc1cc(C)c(C#N)c(SCC(=O)Nc2cc(C)on2)n1	16%	-2%	9.9%	11%	-13%	-2.9	i	12%	2%
39	Cc1ccc(-n2c3nc(=O)n(C)c(=O)c-3cc3ccccc32)cc1	1%	-3%	-1.3%	3%	-2%	-1.1	i	-8%	10%
40	CC1Sc2ccc(S(=O)(=O)CCC(=O)Nc3ccccn3)cc2NC1=O (stereo not given)	0%	4%	-0.5%	-6%	-2%	1.4	i	3%	26%
41	CCOC(=O)C1CCN(S(=O)(=O)c2cc(Cl)c(C)cc2OC)CC1	-11%	-5%	0.0%	14%	6%	-1.1	-105%*	.	-3%[9.22 µM]
42	O=[N+]([O-])c1cccc(CN2CCN(c3cccc4[nH]ccc34)CC2)c1	3%	-2%	-0.5%	-14%	-24%	-2.2	i	-9%	-4%
43	COc1ccccc1C(=O)NC1CC(C)(C)NC(C)(C)C1	1%	1%	-0.3%[9.22 µM]	7%	5%	-2.8	i	7%	-3%
44	O=C(Nc1nccs1)C1CC(=O)N(CCc2ccc(F)cc2)C1 (stereo not given)	6%	1%	1.6%	3%	-7%	-1.5	i	-13%	-2%
45	COc1ccc(N2CCN(C(=O)c3cn(C)c4ccc(S(=O)(=O)N(C)C5CCCCC5)cc4c3=O)CC2)cc1	-1%	.	0.0%	4%	4%	.	.	8%	-3%
46	Cc1cc(C)cc(Oc2ccc(N)cc2)c1	0%[1.84 µM]	0%	-0.6%	-7%	-18%	-0.2	i	1%	-10%
47	CCCCC(=O)N(C)c1c(C)nc2ccc(C(=O)N(C)Cc3ccco3)cn12	.	.	-0.5%[9.22 µM]	24%	0%	-8.0	i	.	-18%
48	Cc1ccc(C)c(SCC(=O)c2ccc[nH]2)c1	3%	0%	10%	-14%	-25%	-0.9	i	?	11%
49	CC(=O)Oc1cccc(N2C(=O)c3ccc(C(=O)O)cc3C2=O)c1	-8%	0%	-0.2%	?	-3%	0.9	i	18%	-12%
50	COc1ccc(-c2cc(C(=O)Oc3ccc(Cl)cc3)c3ccccc3n2)cc1	6%	.	0.5%	-19%	4%	.	.	1%	-15%
51	COc1ccc(Cn2c(=O)c3cccnc3n(Cc3ccc([N+](=O)[O-])cc3)c2=O)cc1	7%	2%	-0.6%	-14%	-25%	-5.5	i	-8%	-3%

Compounds were not picked by outcome (roughly 4.3% active in at least one column).
